CCT modulator: changes cytosolic chaperonin activity. purified chaperonin ATPase assay, HTRF ADP detection, 30 min. activity change, % (concentration not given with the values), hits read low. actives 0.3% (n = 360,000); in the data active means activity change below about -30%; further: on the % scale 0 is the no-effect control and ±100 the full control effect
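TRiC (40 or 20 nM final, by batch activity) in 30 mM Tris pH 7.4, 100 mM KCl, 5 mM MgCl2, 1 mM DTT was treated with compound at 76 uM single dose, then 10 uM ATP, 30 min at 37 °C. ADP was read by HTRF Transcreener.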
WRN helicase inh: WRN helicase (human) inhibition; Q14191; WRN helicase unwinding, fluorescent forked duplex, kinetic; Potency, µM (top dose mostly 114 µM), without a hit: top-dose activity change, negative = inhibition, hits mostly inhibitors; actives 0.46% (n = 360,000); AID 651768; further: potency means the concentration at half of the fitted maximal effect; on the % scale 0 is the no-effect control and ±100 the full control effect; nearly all actives have a fitted effect of over 55% in size
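Fluorescence dequenching readout, ex 525 nm/em 598 nm, kinetic mode: forked duplex DNA (100 nM final) with adjacent fluorophore and quencher unwound by WRN (20 nM final) with 2 mM ATP. Compound preincubation 15 min, room temperature.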
EPAC2 agonist: EPAC2 (human) agonism. Potency, µM (series often up to 154 µM), for the others: at the highest dose activation, usual class: activators. actives 0.079% (n = 360,000). AID 720711. EPAC2 activation, biochemical qHTS; response scale: 100% = 6.5 mM cAMP response; further: potency means the concentration at half of the fitted maximal effect; nearly all actives have a fitted effect of over 50% in size
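Nucleotide exchange monitored as fluorescence drop when BODIPY-GDP leaves Rap1B. Reaction: 100 nM EPAC2, 250 nM RAP1B-BODIPY-GDP, 50 uM GDP, room temperature, kinetic read over 30 min. Activity expressed relative to 6.5 mM cAMP.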
EPAC1 antagonist: blocks human EPAC1 exchange factor. O95398. EPAC1 GEF assay, Rap1b-BODIPY-GDP exchange fluorescence. Potency, µM (titrated, usually from 115 µM), for the others: at the highest dose activity change, negative = inhibition, usual class: inhibitors. actives 0.14% (n = 360,000). AID 720709;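 further: potency means the concentration at half of the fitted maximal effect; plate controls were vehicle for no effect and positive control for full effect; nearly all actives have a fitted effect of over 50% in size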
Target sequence (O95398 whole entry, looked up): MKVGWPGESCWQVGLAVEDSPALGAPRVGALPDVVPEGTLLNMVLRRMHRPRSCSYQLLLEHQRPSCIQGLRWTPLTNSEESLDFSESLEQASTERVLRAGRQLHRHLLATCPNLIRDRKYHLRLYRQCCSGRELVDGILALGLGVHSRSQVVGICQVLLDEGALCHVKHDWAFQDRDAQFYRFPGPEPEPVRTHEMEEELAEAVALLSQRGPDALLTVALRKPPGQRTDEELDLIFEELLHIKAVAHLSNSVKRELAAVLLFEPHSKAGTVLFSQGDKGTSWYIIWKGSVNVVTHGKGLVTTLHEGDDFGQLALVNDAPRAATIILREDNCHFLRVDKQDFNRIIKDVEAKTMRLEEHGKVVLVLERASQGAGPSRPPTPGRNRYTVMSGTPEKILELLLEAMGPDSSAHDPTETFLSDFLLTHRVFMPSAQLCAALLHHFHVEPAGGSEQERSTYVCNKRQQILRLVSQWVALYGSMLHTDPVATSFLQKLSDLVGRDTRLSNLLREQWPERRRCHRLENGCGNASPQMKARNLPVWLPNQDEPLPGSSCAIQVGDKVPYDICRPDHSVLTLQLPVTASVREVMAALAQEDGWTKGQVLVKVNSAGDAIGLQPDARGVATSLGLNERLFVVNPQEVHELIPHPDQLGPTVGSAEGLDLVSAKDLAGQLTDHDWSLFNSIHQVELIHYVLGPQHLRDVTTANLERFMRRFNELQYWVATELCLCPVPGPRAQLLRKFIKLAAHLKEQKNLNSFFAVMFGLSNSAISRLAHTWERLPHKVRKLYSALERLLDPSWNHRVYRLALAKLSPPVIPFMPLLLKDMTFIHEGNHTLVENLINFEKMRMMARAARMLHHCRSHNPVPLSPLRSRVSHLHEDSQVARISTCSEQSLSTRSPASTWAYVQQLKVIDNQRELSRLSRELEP
EPAC1 agonist: activates human EPAC1 exchange factor; O95398; EPAC1 agonist qHTS, biochemical assay; response scale: 100% = response to 6.5 mM cAMP; Potency, µM (doses to about 154 µM), for inactives: top-dose activation, usual class: activators; actives 0.073% (n = 360,000); further: potency means the concentration at half of the fitted maximal effect; nearly all actives have a fitted effect of over 60% in size
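Fluorescent GDP-exchange assay: 100 nM EPAC1 with 250 nM Rap1B preloaded with BODIPY-GDP and 50 uM GDP; compounds tested as concentration series, 5 min at room temperature, then read every 5 min for 30 min (ex 480/em 540 nm); normalized to 6.5 mM cAMP.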
PI5P4K alpha inh: PI5P4K alpha (human) kinase inhibition. P48426. PI5P4Kalpha enzyme, ADP-Glo luminescence, 60 min; active compounds read low. max response, %. actives 1.2% (n = 330,000). AID 652105; active means max response of -50% or lower; inconclusive means between -30% and -50%; inactive means -30% or higher; further: value at the top dose of about 77 µM; on the % scale 0 is the no-effect control and ±100 the full control effect
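ADP-Glo luminescence end-point read after a 60 min room-temperature kinase reaction of PI5P4Kalpha plus substrate, initiated with ATP at 5 microM final. Buffer: 0.038 M HEPES pH 7.4, EGTA, 0.1% CHAPS, 5% DMSO.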
IL-2 act: IL-2 activation | IL-2 activation reporter assay, cell-based qHTS; stimulated with anti-CD3/CD4/CD28 beads; in transgenic mouse T cells | activation, % (series mostly up to about 46 µM) | actives 0.065% (n = 360,000); in the data active means activation above about 50%; inconclusive means mostly about 30% to 49%; further: 0% is about no effect
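Unstimulated transgenic mouse T cells, 750 per well, received compound and, after 60 minutes, anti-CD3/anti-CD4 bead plus anti-CD28 stimulation. EGFP and DsRed were quantified after 18 hours.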
PLK1 PBD block: inhibitors of human PLK1 polo-box domain binding; Plk1 PBD binding of FITC phosphopeptide, fluorescence polarization; Potency, µM, for the others: max response, negative = inhibition, hits mostly inhibitors; actives 2.8% (n = 360,000); AID 720504; further: potency means the concentration at half of the fitted maximal effect; series mostly up to about 57 µM; on the % scale 0 is the no-effect control and ±100 the full control effect; nearly all actives have a fitted effect of over 65% in size
* = called active by the depositor; u = inconclusive; x = no result given; [ ] = another dose, or the depositor's remark. Unless noted, the call rests on the fitted dose curve; in most records, active means well fitted curve in the direction sought with a large enough effect; inconclusive means small, poorly fitted or top-dose-only effect, or another doubt; inactive means no such curve, though single readings can be large; an effect the other way counts as inactive or inconclusive.

SMILES	CCT modulator	WRN helicase inh	EPAC2 agonist	EPAC1 antagonist	EPAC1 agonist	PI5P4K alpha inh	IL-2 act	PLK1 PBD block
Cc1ccc(S(=O)(=O)N2CCOCC2)cc1C(=O)OCC(=O)c1ccc[nH]1	-1.7	-7%	8%	-13%	0%	1	0.0	0%
Cc1cc(Cl)cc(C)c1OCCCCn1ccnc1	-2.8	-4%	6%	5%	-3%	x	-2.5	-1%
O=C(O)CCCCn1c(SCc2cc(=O)n3cc(Cl)ccc3n2)nc2ccsc2c1=O	-0.9	-12%	-1%	0%	8%	-12	0.4	-4%
O=C(/C=C\Nc1ccccn1)c1ccccc1	0.7	2%	-11%	-3%	-1%	-21	-2.8	u
CN(C(=O)COc1ccc(-c2nnco2)cc1)C1CCS(=O)(=O)C1 (configuration not stated)	-0.5	4%	-1%	-6%	4%	3	-1.1	-11%
O=c1c(Cc2ccc(Cl)cc2)c(O)ccn1Cc1ccccc1	0.1	-6%	2%	-2%	0%	3	1.0	-6%
CC1(OC(=O)CCc2ccccc2)C(=O)C=C2C=C(c3ccc(C#N)cc3)N(C(CO)CO)C=C2C1=O (configuration not stated)	1.9	-5%	1%	-9%	15%	-6	0.0	-12%
COc1ccc(C2CC(=O)C3=C(C2)Nc2ncnn2C3c2ccccc2C)c(OC)c1 (configuration not stated)	-2.9	9%	-19%	-5%	-5%	x	0.4	-4%
CCOc1cc(NS(=O)(=O)c2ccccc2)c(OCC)cc1NC(=O)c1ccco1	1.8	-5%	21%	-1%	14%	-21	-4.1	-25%
O=C(Nc1ccccc1)c1nc[nH]c1C(=O)N1CCc2ccccc2C1	-3.8	-4%	-4%	-22%	9%	9	-0.5	-2%
CCCCNC(=O)C1c2ccccc2OCC(=O)N1CCOC (configuration not stated)	-3.5	-2%	3%	-3%	-3%	1	0.3	-5%
CCn1ncc(Br)c1C(=O)Nc1ccc2c(c1)OCCO2	-3.6	1%	9%	-4%	12%	-7	-2.6	-9%
Cc1ccc(-n2ncc3c(NCc4ccccn4)ncnc32)c(C)c1	0.5	-25%	10%	21%	0%	-10	-1.9	-6%
COc1ccc(-n2cc(C(=O)O)c3ccccc3c2=O)cc1	-2.5	-4%	4%	5%	5%	-1	-2.9	-5%
COC(=O)C1=C(C(=O)OC)N2C=CC=CC2(C)C(C(=O)OC)=C1C(=O)OC (configuration not stated)	0.2	7%	-3%	0%	-9%	-2	-3.3	-2%
Nc1ccccc1N1CCOCC1	-1.9	6%	7%	0%	2%	x	0.4	-3%
CC1CCCC(NC(=O)COC(=O)Cc2ccc(Cl)cc2)C1C (configuration not stated)	-0.3	1%	0%	1%	-7%	3	5.2	-3%
Cc1nnc(N2CCc3ccccc3C2)[nH]c1=O	2.0	6%	-1%	23%	-2%	-10	-2.6	30µM*
CCC(C)N(C(=O)Cn1c(=O)cnc2ccccc21)C1CCS(=O)(=O)C1 (configuration not stated)	-4.0	-3%	7%	-18%	u	1	2.4	-3%
CCOc1ccccc1NS(=O)(=O)c1cccs1	0.4	1%	5%	2%	7%	1	-2.9	-1%
CCN(C(=O)COC(=O)c1cc(=O)[nH]c2ccccc12)C1CCS(=O)(=O)C1 (configuration not stated)	-0.3	0%	10%	-22%	8%	6	-2.5	-17%
COc1cc(NS(C)(=O)=O)ccc1Nc1c2ccccc2nc2ccccc12	0.0	-35%	-2%	6%	-3%	5	-0.7	3%
COc1ccc(CC(=O)Nc2oc(-c3ccccc3)c(-c3ccccc3)c2C#N)cc1OC	-3.2	-10%	4%	-22%	0%	8	-0.4	2%
CCC(=O)N(C(=O)CC)N1CCN(c2ccncc2S(=O)(=O)N2CCCCC2)CC1	-5.0	-3%	5%	-4%	2%	5	-1.1	-8%
COC(=O)c1sccc1NC(=O)c1cccnc1	-0.8	0%	7%	-5%	-1%	0	-1.5	27µM*
O=C(NCc1ccc(Cl)cc1)C1CC(O)CN1S(=O)(=O)c1ccc(Cl)cc1 (configuration not stated)	0.9	-3%	7%	-6%	-2%	-9	-0.1	-4%
O=C(CSc1ccccn1)Nc1ccc2c(c1)CCC2	-2.3	3%	6%	0%	7%	-7	0.2	u
Cc1nc2ccc(C(=O)N(C)Cc3ccco3)cn2c1N(C)C(=O)CCc1ccccc1	0.8	8%	8%	3%	-5%	-6	-0.2	-13%
Cc1ccc2cc(CCNC(=O)c3ccc(Br)o3)c(=O)[nH]c2c1	-0.4	-5%	0%	-1%	3%	-3	-1.2	-8%
Fc1cccc(Cl)c1CSC1=NCCS1	2.6	-20%	10%	-8%	-8%	3	-3.5	-2%
CN(C(=O)c1ccc2ccccc2c1)c1ccccn1	-1.5	4%	9%	u	-5%	5	4.9	-12%
O=C(CC1SC(N2CCCCC2)=NC1=O)Nc1cccc(C(=O)NCc2ccccc2)c1 (configuration not stated)	-0.8	-23%	11%	-1%	11%	1	0.9	-2%
CC(=O)N1CCN(C(C(=O)Nc2c(C)cccc2C)c2cccc(F)c2)CC1 (configuration not stated)	x	2%	5%	-24%	6%	-2	2.3	-6%
Cc1cccnc1NCc1ccc(O)c2ncccc12	-2.4	-6%	-13%	-19%	4%	-2	-3.4	19µM*
Cc1[nH]c2ccccc2c1/C=C/c1nc2ccccc2c(=O)n1-c1cccc([N+](=O)[O-])c1	-2.5	1%	-10%	1%	1%	-5	-0.4	-2%
CC(C)(C)OC(=O)N[C@H](C(=O)OC(C)(C)C)c1ccccc1	-1.9	-3%	-2%	-8%	-3%	6	0.7	-7%
N/C(CCS(=O)(=O)c1ccc(Cl)cc1)=N\OC(=O)c1ccccc1Cl	1.5	-5%	1%	-2%	5%	0	-1.2	-1%
CCCN1CCC(C)(C(=O)Nc2cccc(OC(C)C)c2)C1 (configuration not stated)	1.4	-3%[57.1 µM]	-7%	4%	-28%	4	-0.2	0%
CCC(=O)N1CCCC(C)(C(=O)Nc2nccc3cccnc23)C1 (configuration not stated)	1.3	6%	7%	-5%	14%	2	0.0	5%
CC(C)(C)SCCNS(=O)(=O)c1ccccc1	2.5	-3%	12%	-11%	10%	x	-1.8	-7%

Continued; the last 2 above are carried over.
SMILES	CCT modulator	WRN helicase inh	EPAC2 agonist	EPAC1 antagonist	EPAC1 agonist	PI5P4K alpha inh	IL-2 act	PLK1 PBD block
CCC(=O)N1CCCC(C)(C(=O)Nc2nccc3cccnc23)C1 (configuration not stated)	1.3	6%	7%	-5%	14%	2	0.0	5%
CC(C)(C)SCCNS(=O)(=O)c1ccccc1	2.5	-3%	12%	-11%	10%	x	-1.8	-7%
COc1ccc(OCc2nnc3n2N=C(c2ccc(OC)cc2)CS3)cc1	-1.3	-3%	11%	-9%	2%	-3	-3.3	u
CCN(CC)S(=O)(=O)c1cc(C(=O)OCC(=O)Nc2ccc(-c3nc4ccc(C)cc4s3)cc2)ccc1F	0.1	-7%	-16%	5%	1%	13	-0.2	2%
CCn1c(C)nc2cc(C(=O)NN=Cc3ccc([N+](=O)[O-])cc3)ccc21	1.5	-8%	1%	1%	-2%	3	1.3	-4%
COc1cc(NC(=O)NCCN2CCN(c3ccc(Cl)cc3)CC2)ccc1C	-0.6	-2%	2%	-9%	4%	20	-0.4	-3%
COc1cccc(CNC(=O)CCn2c(=O)c3cccn3c3cccnc32)c1	-2.0	6%	-4%	15%	18%	-3	-1.4	-14%
CN1CCN(C(=O)C[C@H]2CC[C@H]3[C@@H](COC[C@@H](O)CN3Cc3cccc(F)c3)O2)CC1	x	9%	2%	-1%	-11%	0	-0.4	-1%
CSCc1cc(C(=O)NC2CC2)c(N)s1	x	-7%	6%	5%	-6%	-24	-0.1	u
COc1ccc(CC2(CO)CCN(Cc3ccc(NC(C)=O)cc3)CC2)cc1	0.5	0%	-4%	-7%	11%	0	0.6	u
COc1ccc(NC(=O)COC(=O)c2ccc(S(=O)(=O)N(C)c3ccccc3OC)cc2)cc1	0.8	-6%	-2%	5%	-3%	1	-0.6	2%
Nn1c(SCc2cn3ccccc3n2)nnc1-c1ccncc1	-9.7	-4%	1%	-7%	6%	4	-0.3	-12%
COc1cc(CCC(=O)N2CCN(S(=O)(=O)c3ccc(C)cc3)CC2)cc(OC)c1OC	0.7	u	11%	-20%	-6%	1	0.1	-17%
Cc1ccc(-c2nnn(CC(=O)NCCc3ccc4c(c3)OCO4)n2)o1	-1.2	2%	-11%	18%	-1%	2	-3.3	0%
O=C(COc1ncnc2sccc12)NC1CCCc2ccccc21 (configuration not stated)	-1.1	-32%	4%	-14%	-4%	9	2.2	-12%
COc1ccc(CSCC(=O)N/N=C/c2ccccc2OCc2ccccc2)cc1	1.9	-12%	14%	-1%	12%	x	-0.8	-3%
CC(C)(C)c1ccc(SCCc2ccncc2)cc1	0.0	-4%	10%	-16%	3%	5	-0.7	-4%
O=C(NC(Cc1ccccc1)C(=O)O)c1ccc(S(=O)(=O)N2CCOCC2)cc1 (configuration not stated)	-1.8	6%	5%	17%	-1%	x	-1.0	-3%
CC1=C(C(=O)Nc2ccccn2)C(c2ccc(Cl)cc2Cl)NC(=S)N1 (configuration not stated)	2.8	5%	-1%	-6%	0%	-8	-0.8	-9%
COCc1c(C(=O)N/N=C/c2ccncc2)nnn1-c1nonc1N	-4.1	0%	3%	-1%	7%	1	-0.6	-4%
O=C(CSc1nc2ccccc2o1)NCC(=O)c1ccccc1	0.9	-11%	3%	5%	-5%	3	-3.5	-17%
CC(C)(CNC(=O)c1cc(-c2ccc(Cl)s2)nc2ccccc12)N1CCOCC1	2.6	-1%	7%	-6%	18%	1	4.6	0%
COc1ccc(NS(=O)(=O)c2cccc3nonc23)c(OC)c1	-1.3	-1%	2%	3%	-5%	0	-1.1	-25%

An excerpt from above, reduced to PI5P4K alpha inh:
Compound	PI5P4K alpha inh
COc1ccc(CC2(CO)CCN(Cc3ccc(NC(C)=O)cc3)CC2)cc1	0
COc1ccc(NC(=O)COC(=O)c2ccc(S(=O)(=O)N(C)c3ccccc3OC)cc2)cc1	1
Nn1c(SCc2cn3ccccc3n2)nnc1-c1ccncc1	4
COc1cc(CCC(=O)N2CCN(S(=O)(=O)c3ccc(C)cc3)CC2)cc(OC)c1OC	1
Cc1ccc(-c2nnn(CC(=O)NCCc3ccc4c(c3)OCO4)n2)o1	2

Only part of the results is shown; count on the stated rates, not on these rows.
